Source: PubChem BioAssay (several laboratories)
HTRA1 inhibitor – HTRA1 (human) protease inhibition; 0.5% of 340,000 active; AID 504803; Q92743; recombinant HTRA1, FP-rhodamine activity-based probe, fluorescence polarization; inhibition, % at 5.96 µM; in the data active = inhibition above about 36%;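 also: 0% = enzyme with DMSO and 100% = wells lacking enzyme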
NPR2 activator – GC-B (human) receptor activation | P20594 | HEK293-GC-B cells, CNP EC30, cGMP TR-FRET; 0% at EC30 CNP, 100% saturating CNP | activation, % at 10 µM | 0.11% of 370,000 active | AID 1920062;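 active = activation at 10 µM reaching about 35% in either raw or pattern-adjusted values, limit read from the data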
Target sequence (P20594 whole entry, looked up): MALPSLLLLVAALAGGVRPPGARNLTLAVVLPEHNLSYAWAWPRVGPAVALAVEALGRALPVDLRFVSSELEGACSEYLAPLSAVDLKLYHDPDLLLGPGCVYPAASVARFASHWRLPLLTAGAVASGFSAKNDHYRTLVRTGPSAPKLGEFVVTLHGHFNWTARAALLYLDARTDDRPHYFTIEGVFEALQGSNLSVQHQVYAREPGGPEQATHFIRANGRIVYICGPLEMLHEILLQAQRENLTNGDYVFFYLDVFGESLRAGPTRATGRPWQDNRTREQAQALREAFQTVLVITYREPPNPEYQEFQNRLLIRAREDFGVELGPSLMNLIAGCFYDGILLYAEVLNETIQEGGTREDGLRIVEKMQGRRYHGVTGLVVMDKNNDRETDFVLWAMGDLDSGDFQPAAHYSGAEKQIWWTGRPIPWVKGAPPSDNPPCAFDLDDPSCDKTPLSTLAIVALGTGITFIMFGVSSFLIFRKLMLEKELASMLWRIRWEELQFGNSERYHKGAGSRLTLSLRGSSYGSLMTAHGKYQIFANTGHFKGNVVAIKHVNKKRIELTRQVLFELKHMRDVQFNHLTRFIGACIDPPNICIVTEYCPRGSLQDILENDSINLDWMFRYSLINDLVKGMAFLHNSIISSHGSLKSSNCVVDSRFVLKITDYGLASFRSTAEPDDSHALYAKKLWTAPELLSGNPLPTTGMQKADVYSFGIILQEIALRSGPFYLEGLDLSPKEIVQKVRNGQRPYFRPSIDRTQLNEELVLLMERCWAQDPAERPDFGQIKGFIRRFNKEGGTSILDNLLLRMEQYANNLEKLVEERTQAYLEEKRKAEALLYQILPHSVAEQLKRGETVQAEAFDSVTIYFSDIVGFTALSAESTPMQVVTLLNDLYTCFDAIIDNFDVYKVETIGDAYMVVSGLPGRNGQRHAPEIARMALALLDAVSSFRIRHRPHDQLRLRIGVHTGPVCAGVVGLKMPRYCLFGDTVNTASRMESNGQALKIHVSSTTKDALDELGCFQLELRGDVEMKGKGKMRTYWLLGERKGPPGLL
ASAP1 inh – ASAP1 ArfGAP inhibition; Q9ULH1; AID 624377; ASAP1-stimulated ARF1 GTP hydrolysis, GDP FP detection; inhibition, % at 16.5 µM; 0.19% of 360,000 active; in the data active = inhibition above about 25%;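 also: 0% = vehicle with enzyme and substrate and 100% = no enzyme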
rCAG RNA binder – r(CAG) repeat RNA binding; inhibition, % at 3 µM; 1.3% of 370,000 active; TO-PRO-1 dye displacement fluorescence;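 active = inhibition above the plate cutoff, the mean of all test compounds on that plate plus 3 SD, cut at about 35% in these data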;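 also: 0% = DMSO alone and 100% = 100 µM mitoxantrone as full dye displacement; higher means more dye released from RNA so lower well fluorescence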
mABHD4 FP – inhibits mouse alpha/beta hydrolase domain 4; Q8VD66; purified mABHD4, FP-Rh probe fluorescence polarization; inhibition, % at 8.92 µM; 0.54% of 370,000 active;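 active = inhibition exceeding the mean over every tested compound plus 3 SD, cut at about 30% in these data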;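 also: 0% = plate median of compound wells and 100% = S159A mutant with DMSO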
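System: mouse ABHD4 enzyme, wild type / Medium: HEPES pH 7.0, NaCl, Pluronic buffer / Reagent: FP-Rh activity-based fluorescent probe / Control set: S159A mutant high control, sample median low control / Detection: fluorescence polarization with parallel and perpendicular emission, 525/598 nm / Schedule: 45 min + 60 min at 25 °C / Compound dosing: 8.92 µM, single dose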
PG9 Ab binder – binds the HIV-1 gp120 antibody PG9 | TR-FRET gp120-PG9 antibody binding | inhibition, % at 6.7 µM | 0.43% of 360,000 active | AID 624416; in the data active = inhibition above about 8.5%
ARFGAP1 inh – rat ARFGAP1 inhibition. Q62848. Arfgap1-stimulated ARF1 GTP hydrolysis, GDP FP detection. inhibition, % at 16.5 µM. 0.26% of 360,000 active;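 active = inhibition above a per-plate limit, mean inhibition of low control wells plus 3 SD, cut at about 25% in these data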;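 also: 0% = DMSO wells with enzyme and 100% = wells lacking Arfgap1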
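Replicates: Single well per compound | Assay system: Truncated rat Arfgap1 GAP domain | Control set: No-Arfgap1 wells (100%) versus DMSO full-reaction wells (0%) | Times: Enzyme reaction 120 min at 25 °C after 20 min preincubation | Reagent: Human ARF1(Δ1-17)-GTP substrate | Measured by: Tracer-displacement fluorescence polarization with EDTA stop, 620/688 nm | Measure: Percent inhibition of Arfgap1-stimulated GTP hydrolysis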
SMARCA2 activ – activators of SMARCA2 function. MG213 cells, MMTV-luciferase reporter, dexamethasone, overnight. 1% of 370,000 active. AID 652017. activation, % at 9.1 µM; in the data active = activation above about 7.8%;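 also: 0% = vehicle wells and 100% = reference activator wells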
Rev-erbA mod – modulates human Rev-erb alpha binding to DNA; Rev-erbα–FITC-DNA binding, fluorescence polarization, 90 min; 0.79% of 370,000 active; AID 1259318; P20393; activity, % at 10 µM;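 active = activity above about 14%, limit read from the data; passing the limit was not always enough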;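 also: 0% = DMSO wells with 35 nM protein and 100% = DMSO wells with 750 nM protein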
NPR1 activator – GC-A (human) enzyme activation | P16066 | 0.14% of 370,000 active | HEK293 GC-A cells, cGMP TR-FRET, EC30 ANP; 0% at EC30 ANP, 100% saturating ANP | activation, % at 10 µM; in the data active = activation above about 40%
Starred values were filed as active, the others as inactive; / = no result given.

Field names: A = HTRA1 inhibitor; B = NPR2 activator; C = ASAP1 inh; D = rCAG RNA binder; E = mABHD4 FP; F = PG9 Ab binder; G = ARFGAP1 inh; H = SMARCA2 activ; I = Rev-erbA mod; J = NPR1 activator
Cc1ccc2ncnc(NCCCN3CCOCC3)c2c1
  A: 5	B: 1	C: 12	D: -1	E: 1	F: -0.7	G: 13	H: -1	I: 12	J: 1
O=C(CSc1ncc(-c2ccccc2)[nH]1)Nc1cccc(O)c1
  A: -2	B: 1	C: -4	D: 5	E: 2	F: 0.5	G: 3	H: 5	I: -2	J: 6
O=c1ccc(-c2ccc(S(=O)(=O)Nc3ccccc3Cl)o2)n[nH]1
  A: 5	B: 1	C: 2	D: 7	E: -10	F: 0.1	G: 13	H: -5	I: -4	J: 5
Cc1cc(NC(=O)C(C)Sc2nc(-c3cccs3)nc3ccccc23)no1 (stereo unspecified)
  A: -29	B: -1	C: -8	D: 3	E: 3	F: 4.8	G: 22	H: 0	I: 42*	J: -1
CCOC(=O)COc1c(Cl)cc(C2NC(=S)NC(c3ccccc3)=C2C(C)=O)cc1OCC (stereo unspecified)
  A: 10	B: -3	C: 4	D: 4	E: -2	F: 4.6	G: 9	H: -2	I: 34*	J: -8
O=C(NCc1cccs1)C1CCCN(S(=O)(=O)c2ccc(Br)s2)C1 (stereo unspecified)
  A: -12	B: -8	C: 10	D: 2	E: -5	F: -0.5	G: -3	H: 0	I: -1	J: 2
Cc1ccc(S(=O)(=O)NC(=NCC(=O)O)c2ccccc2)cc1
  A: 3	B: -1	C: 1	D: 0	E: 4	F: 1.1	G: -1	H: 0	I: 6	J: -3
O=S1(=O)N[C@@H](Cc2ccccc2)COc2cc(N3CCC[C@H]3CO)ccc21
  A: /	B: 2	C: -4	D: 5	E: -4	F: -2.0	G: -4	H: -5	I: 2	J: 5
COc1ccc(-c2nnc3ccc(SCC(=O)Nc4nc5ccccc5s4)nn23)cc1OC
  A: 4	B: -3	C: 17	D: 3	E: -2	F: -0.8	G: 8	H: 1	I: 46*	J: 3
CN1C(=S)SC(N(O)C(=O)NC2CCCCC2)C1(C)C (stereo unspecified)
  A: -4	B: -3	C: 1	D: 0	E: 7	F: -2.3	G: 12	H: -2	I: -2	J: 2
CC(C)c1cc(C(=O)N2CCCC(N3CCN(c4ccccc4F)CC3)C2)nc(N)n1 (stereo unspecified)
  A: -1	B: 1	C: -26	D: -4	E: 2	F: -0.9	G: -14	H: -3	I: 0	J: 2
CN(C)S(=O)(=O)c1cccc(NC(=O)c2cc(-c3cccs3)nc3ccccc23)c1
  A: -68	B: 2	C: 9	D: 17	E: -71	F: -3.6	G: 7	H: -1	I: -4	J: -2
C=CCSC1=C(C#N)C(c2ccccc2Cl)CC(=O)N1 (stereo unspecified)
  A: 9	B: 0	C: 0	D: 2	E: -5	F: -2.0	G: -8	H: -4	I: 0	J: 2
Nc1ccc(F)c(CN2CCN(c3ncc(Cc4ccccc4)cn3)CC2)c1
  A: /	B: 3	C: 10	D: 3	E: -8	F: 1.6	G: -5	H: -3	I: -1	J: 2
Cc1[nH]c2ccccc2c1C(=O)C(=O)N1CCN(C)CC1
  A: 5	B: -5	C: -1	D: 0	E: -3	F: -2.0	G: -8	H: -1	I: 2	J: 2
O=[N+]([O-])c1ccccc1S(=O)(=O)NCCSc1ccccc1
  A: -4	B: 1	C: -5	D: 1	E: -5	F: -0.3	G: 2	H: -2	I: 3	J: 1
CN1C(=O)CN2CCc3ccccc3C2c2cc(Cl)ccc21 (stereo unspecified)
  A: /	B: -1	C: -1	D: 0	E: 4	F: -0.2	G: 3	H: 0	I: -4	J: -4
COc1cccc(C(=O)c2c[nH]c(C(=O)NCCCN(C)C)c2)c1
  A: -1	B: -2	C: -9	D: -1	E: -3	F: 2.0	G: 8	H: 7	I: -5	J: 5
CCc1cc2c(=O)c(-c3nc4ccccc4n3C)c(COCC(=O)O)oc2cc1OC(=O)C(C)(C)C
  A: 48*	B: -2	C: -10	D: -2	E: 2	F: -1.7	G: 18	H: 2	I: 0	J: 2
Cc1cc(NC(=O)CSc2nnc(Nc3ccccc3)s2)no1
  A: 1	B: 2	C: -16	D: 3	E: 8	F: 0.1	G: -5	H: 0	I: -2	J: -3
COC(=O)C1(CO)NC(c2ccc(C)cc2)C2C(=O)N(c3ccccc3)C(=O)C21 (stereo unspecified)
  A: 3	B: 1	C: -8	D: 3	E: 1	F: -0.1	G: -1	H: 0	I: -3	J: -1
CCOC(=O)N1CCC(=NNc2ccc(S(N)(=O)=O)cc2[N+](=O)[O-])CC1
  A: -2	B: 1	C: -1	D: 6	E: 0	F: -1.6	G: 14	H: 0	I: 6	J: -4
O=C(Cn1cc([N+](=O)[O-])cn1)NCc1ccco1
  A: 2	B: 1	C: -15	D: 4	E: 5	F: -1.3	G: -4	H: -3	I: -2	J: 0
O=C(NCc1cccs1)c1ccc([N+](=O)[O-])cc1
  A: 2	B: -1	C: -1	D: 2	E: -4	F: -2.5	G: -4	H: -4	I: -9	J: -2
O=C(CCc1c[nH]c2ccccc12)Nc1ccc(Nc2ccncc2)cc1
  A: /	B: -2	C: 2	D: 11	E: 10	F: -1.2	G: 10	H: 0	I: 3	J: -4
CC(=O)c1nc(-c2ccccc2)sc1C
  A: -9	B: -4	C: 8	D: 0	E: -2	F: -1.8	G: 14	H: -2	I: 1	J: -2
CCOC(=O)C1(C(=O)OCC)C(C)CC(=O)N1c1ccccc1OC (stereo unspecified)
  A: -1	B: 6	C: -13	D: 1	E: 1	F: -0.3	G: -4	H: -6	I: 0	J: 4
COc1cc(C(O)c2nc(-c3cccs3)cs2)ccc1F (stereo unspecified)
  A: /	B: 0	C: -5	D: 3	E: -8	F: 0.1	G: -7	H: -4	I: 4	J: 1
NS(=O)(=O)c1ccc(N/N=C/c2ccccc2C(=O)O)c([N+](=O)[O-])c1
  A: 4	B: -2	C: 2	D: 5	E: 8	F: 0.7	G: 17	H: -3	I: -4	J: -1
COCCCNC(=S)NCCc1ccc(F)cc1
  A: -4	B: 1	C: 8	D: -2	E: -3	F: -0.3	G: -5	H: 0	I: -3	J: 2
COc1cccc(C(=O)Nc2cccc(-c3nc4ncccc4o3)c2C)c1
  A: -6	B: 2	C: -6	D: 0	E: 3	F: 0.2	G: 7	H: -1	I: 1	J: 1
O=C(/C=C/c1ccc(Cl)cc1)Nc1ccc(N2CCOCC2)cc1
  A: 5	B: -2	C: -1	D: 2	E: 4	F: -1.1	G: 5	H: -3	I: 2	J: 5
CCOC(=O)c1[nH]cnc1C(=O)Nc1ccccc1
  A: -1	B: -3	C: -2	D: -1	E: 3	F: -2.6	G: 6	H: -1	I: 7	J: -3
O=C(CSc1nc2[nH]c(=O)cc(O)c2s1)Nc1ccc(Br)cc1
  A: 8	B: 2	C: 8	D: 27	E: 16	F: -1.1	G: -3	H: 4	I: -4	J: 0
COc1ccc(NC(=S)N2CCN(CCN3C(=O)c4cccc5cccc(c45)C3=O)CC2)cc1
  A: 1	B: -2	C: 16	D: 3	E: -5	F: 1.3	G: 8	H: 1	I: -2	J: 1
C[C@H]1CN(c2ccc(Br)cc2)C(=O)[C@@H]1CC(=O)Nc1ccccc1
  A: -12	B: -4	C: 6	D: 4	E: -15	F: -1.6	G: -5	H: -5	I: -6	J: 4
COc1cccc(NC(=O)CSc2nnc(Cc3cccs3)n2-c2ccc(C)cc2)c1
  A: -43	B: -5	C: 9	D: -5	E: -9	F: -1.2	G: -7	H: -3	I: -4	J: -5
O=C(Cn1cc(C(=O)C(=O)N2CCOCC2)c2ccccc21)Nc1cccc(C(F)(F)F)c1
  A: -22	B: -2	C: 16	D: 7	E: -5	F: -0.2	G: 6	H: -4	I: -1	J: 1
COc1cccc(NC(=O)CCC2CCN(Cc3nccs3)CC2)c1
  A: 2	B: -2	C: -8	D: -4	E: 1	F: -1.4	G: 2	H: -1	I: -3	J: -1
Cc1cc(NS(=O)(=O)c2ccc(NS(=O)(=O)c3ccc(CC(C)C)cc3)cc2)nc(C)n1
  A: 0	B: 4	C: 4	D: 32	E: 1	F: 3.5	G: 9	H: -1	I: -8	J: 2
O=C(O)CNC(=O)c1ccc(NS(=O)(=O)c2ccc3ccccc3c2)cc1
  A: 8	B: 5	C: -8	D: 13	E: -7	F: 0.3	G: -7	H: -2	I: -6	J: 3
COc1ccc2c(c1OC)C(=O)N(c1ccc(O)cc1)C2=O
  A: 6	B: -1	C: 13	D: -1	E: 0	F: -2.2	G: 13	H: 6	I: 0	J: 1
COc1cc(N)c(Cl)cc1Cl
  A: /	B: -2	C: -19	D: -1	E: 3	F: 0.5	G: 3	H: 0	I: 4	J: 4
CCc1ccc(/C=C\C(=O)N2CCc3ccccc3C2)cc1
  A: -22	B: -2	C: 4	D: -5	E: -6	F: -2.5	G: 4	H: 2	I: -1	J: -9
C/C(=N\NC(=O)c1cccs1)C(C)(C)C
  A: 6	B: -1	C: -7	D: 1	E: 0	F: 0.0	G: -7	H: 3	I: -1	J: 1
Cc1ccc2[nH]c3c(NCc4ccccc4)ncnc3c2c1
  A: /	B: 2	C: 21	D: 11	E: 41*	F: 1.0	G: 13	H: -4	I: 2	J: 0
Fc1cccc(Cc2noc(CN3CCN(C4CCc5ccccc5C4)CC3)n2)c1 (stereo unspecified)
  A: 3	B: 2	C: 4	D: -9	E: 7	F: -2.5	G: 4	H: -2	I: 3	J: -2
COC(=O)c1cccc(C23CC4(C2)[C@H](CN(Cc2ccc(-c5ccccc5)cc2)[C@@H]4c2ccccc2)C3c2ccc(C(F)(F)F)cc2)c1 (stereo partly specified)
  A: /	B: -8	C: 9	D: 5	E: -1	F: 0.1	G: -8	H: -2	I: -5	J: -1
O=C(O)c1ccccc1SCC(=O)N1CCOCC1
  A: 4	B: 0	C: -3	D: -2	E: 8	F: 0.1	G: 5	H: -1	I: -3	J: 2

Laid out differently: results already given
Molecule: COc1cc(N)c(Cl)cc1Cl
  HTRA1 inhibitor: /; NPR2 activator: -2; ASAP1 inh: -19; rCAG RNA binder: -1; mABHD4 FP: 3; PG9 Ab binder: 0.5; ARFGAP1 inh: 3; SMARCA2 activ: 0; Rev-erbA mod: 4; NPR1 activator: 4
Molecule: COC(=O)c1cccc(C23CC4(C2)[C@H](CN(Cc2ccc(-c5ccccc5)cc2)[C@@H]4c2ccccc2)C3c2ccc(C(F)(F)F)cc2)c1 (stereo partly specified)
  HTRA1 inhibitor: /; NPR2 activator: -8; ASAP1 inh: 9; rCAG RNA binder: 5; mABHD4 FP: -1; PG9 Ab binder: 0.1; ARFGAP1 inh: -8; SMARCA2 activ: -2; Rev-erbA mod: -5; NPR1 activator: -1
Molecule: NS(=O)(=O)c1ccc(N/N=C/c2ccccc2C(=O)O)c([N+](=O)[O-])c1
  HTRA1 inhibitor: 4; NPR2 activator: -2; ASAP1 inh: 2; rCAG RNA binder: 5; mABHD4 FP: 8; PG9 Ab binder: 0.7; ARFGAP1 inh: 17; SMARCA2 activ: -3; Rev-erbA mod: -4; NPR1 activator: -1
Molecule: COc1cc(C(O)c2nc(-c3cccs3)cs2)ccc1F (stereo unspecified)
  HTRA1 inhibitor: /; NPR2 activator: 0; ASAP1 inh: -5; rCAG RNA binder: 3; mABHD4 FP: -8; PG9 Ab binder: 0.1; ARFGAP1 inh: -7; SMARCA2 activ: -4; Rev-erbA mod: 4; NPR1 activator: 1
